Runt-SMMHC FRET = inhibitors of RUNX1 Runt–CBFb-SMMHC binding, primary screen, biochemical, FRET, Cerulean-Runt, Venus-CBFb-SMMHC, uHTS; Runt-related transcription factor 1 (Homo sapiens) + Core-binding factor subunit beta …; Cerulean-Runt/Venus-CBFb-SMMHC FRET ratio 530/480, 1 h; inhibition, % at 20 µM; hit rate 0.74% among 220,000; AID 1434, 2008;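 active means mean inhibition across duplicate retests at 20 µM reaching about 50%, limit read from the data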;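 further: 0% = DMSO wells and 100% = wells with excess untagged CBFb-SMMHC; inhibitors lower the FRET ratio by blocking Runt binding to CBFb-SMMHC; some results filed as inactive read as strong as hits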
EP2 mod = EP2 receptor modulators, cAMP readout, primary screen, cell-based, HTRF cAMP, PGE2 stimulation | hit rate 0.83% among 260,000 | induction, % at 25 µM | Prostaglandin E2 receptor EP2 subtype (Homo sapiens), P43116 | EP2-expressing cells, cAMP HTRF FRET, PGE2 co-stimulation | AID 940, 2007;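 active means compounds whose cAMP rise, as percent of the full-agonist control response, exceeds 60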;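 further: rat C6 glioma line stably carrying human EP2 under a CMV promoter; the protocol text gives 20 µM as final concentration; 100% = response of wells given 1 µM PGE2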
Target sequence (P43116 whole entry, looked up): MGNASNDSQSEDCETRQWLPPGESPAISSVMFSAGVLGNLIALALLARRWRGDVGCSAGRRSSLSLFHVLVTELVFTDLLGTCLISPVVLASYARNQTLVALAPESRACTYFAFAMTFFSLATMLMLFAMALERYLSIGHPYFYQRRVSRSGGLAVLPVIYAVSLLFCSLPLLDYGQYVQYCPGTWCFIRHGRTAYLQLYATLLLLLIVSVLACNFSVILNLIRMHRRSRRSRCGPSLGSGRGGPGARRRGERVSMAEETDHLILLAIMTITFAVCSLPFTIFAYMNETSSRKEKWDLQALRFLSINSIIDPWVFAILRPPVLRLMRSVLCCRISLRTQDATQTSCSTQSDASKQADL
Hck-Nef inh = inhibitors of Nef-activated human Hck kinase, primary screen, biochemical, Z-Lyte FRET, 384-well, Hck-YEEI. Recombinant Hck-YEEI plus Nef, Z-Lyte FRET kinase assay. Tyrosine-protein kinase HCK (Homo sapiens), P08631. AID 463187, 2010. inhibition, % at 20 µM. hit rate 0.68% among 220,000;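 active means Hck-Nef kinase inhibition above about 50%, limit read from the data; inactive means inhibition below that limit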;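 further: 0% = DMSO with Hck plus Nef and 100% = Hck alone without Nef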
Target sequence (P08631 whole entry, looked up): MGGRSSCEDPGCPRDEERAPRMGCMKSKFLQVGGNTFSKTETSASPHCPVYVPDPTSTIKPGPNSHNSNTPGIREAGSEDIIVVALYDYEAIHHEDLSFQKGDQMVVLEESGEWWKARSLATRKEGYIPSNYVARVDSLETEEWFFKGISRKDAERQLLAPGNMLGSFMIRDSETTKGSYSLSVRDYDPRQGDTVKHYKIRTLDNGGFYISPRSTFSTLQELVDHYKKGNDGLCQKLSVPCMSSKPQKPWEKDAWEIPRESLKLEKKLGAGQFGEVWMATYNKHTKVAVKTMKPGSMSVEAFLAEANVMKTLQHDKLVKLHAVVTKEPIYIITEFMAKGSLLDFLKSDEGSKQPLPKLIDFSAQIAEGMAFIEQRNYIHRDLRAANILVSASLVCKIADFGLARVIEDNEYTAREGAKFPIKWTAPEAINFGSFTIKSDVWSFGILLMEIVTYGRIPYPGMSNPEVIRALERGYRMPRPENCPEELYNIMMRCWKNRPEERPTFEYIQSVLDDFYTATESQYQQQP
RBBP9 inh = human RBBP9 inhibitors, primary screen, biochemical, fluorescence polarization, FP-Rh probe, HTS | Serine hydrolase RBBP9 (Homo sapiens), O75884 | recombinant RBBP9 | inhibition, % at 7.94 µM | hit rate 0.2% among 220,000 | AID 1515, 2009;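 active means inhibition above the campaign mean of all tested compounds plus 3 SD, cut at about 14% in these data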;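 further: plate controls were DMSO wells with RBBP9 for no effect and wells lacking RBBP9 protein for full effect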
Target sequence (O75884 whole entry, looked up): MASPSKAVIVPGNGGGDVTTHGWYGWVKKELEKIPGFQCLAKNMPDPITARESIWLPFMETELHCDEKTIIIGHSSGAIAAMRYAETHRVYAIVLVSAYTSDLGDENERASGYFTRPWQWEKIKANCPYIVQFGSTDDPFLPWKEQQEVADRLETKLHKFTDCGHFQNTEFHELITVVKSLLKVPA
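Material: RBBP9 protein. Amount: RBBP9 at 2.5 µM in dispensed solution, before mixing. Schedule: 30 min then 45 min, 25 °C. Medium: Tris buffer pH 8.0, NaCl, Pluronic. Measured by: fluorescence polarization. Measure: percent inhibition from mP, scaled between DMSO and no-protein wells. Replication: one well per compound.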
Runt-CBFb FRET = inhibitors of RUNX1 Runt–CBFb binding, primary screen, biochemical, FRET, Cerulean-Runt, Venus-CBFb, uHTS; hit rate 0.46% among 220,000; Cerulean-Runt/Venus-CBFb FRET ratio 530/480, 1 h; Runt-related transcription factor 1 (Homo sapiens) + Core-binding factor subunit beta …; inhibition, % at 20 µM;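 active means inhibition over about 50% at 20 µM in the single-dose screen, limit read from the data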;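 further: 0% = DMSO wells and 100% = excess unlabeled CBFb competitor control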
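System: Cerulean-labeled Runt domain protein | Quantity: 100 nM of each labeled protein | Schedule: 1 h compound exposure, room temperature | Detection: Fluorescence energy transfer, 422 nm excitation, 530/480 nm emission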
PGE2 EP2 inh = human EP2 receptor antagonists, primary screen, TR-FRET cAMP, C6 glioma cells | Prostaglandin E2 receptor EP2 subtype (Homo sapiens), P43116 | C6 glioma cells expressing human EP2; cells stimulated with saturating PGE2 | inhibition, % at 25 µM | hit rate 0.52% among 260,000;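 active means percent inhibition above 40 after rounding to a whole number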;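 further: rat C6 glioma host cells with rolipram phosphodiesterase inhibitor present; the protocol text gives 20 µM as final concentration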
PERK inhibitor = block of dimerizer-induced PERK translation repression, primary screen, PERK inhibitor project, CHO PERK-DD cells, SEAP luminescence, HTS. Eukaryotic translation initiation factor 2-alpha kinase 3 (Homo sapiens), Q9NZJ5. CHO PERK-DD fusion, SEAP luminescence translation reporter. inhibition, % at 5.6 µM. hit rate 0.17% among 220,000. AID 1416, 2008;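 active means inhibition above the mean inhibition of all tested compounds plus 3 SD, set separately per screening campaign, cut at about 2.9% in these data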;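 further: PERK kinase domain activated by AP20187 dimerizer at 100 nM; 0% = DMSO with dimerizer and 100% = rapamycin at 8.4 µM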
TNF death inh = inhibitors of TNF-alpha triggered necroptosis, primary screen, cell-based, Jurkat FADD-/-, single concentration | Jurkat FADD-/- TNF necroptosis rescue, ATP luminescence, 24 h; 0 = TNF only, 100 = no-TNF cells | activation (protection from cell death), % at 10 µM | hit rate 0.068% among 220,000;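 active means activation, meaning protection from cell death, of at least 50% relative to plate controls; inactive means activation below 50%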;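 further: necroptosis triggered by 40 ng/mL TNF-alpha added together with compound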
zVAD death inh = inhibitors of zVAD-triggered necroptosis, primary screen, L929 cells; L929 zVAD necroptosis rescue, ATP luminescence, 24 h; with zVAD 60 µM; viability rescue, % at 10 µM; hit rate 0.38% among 220,000; AID 1377, 2008;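 active means activation, scaled between plate controls, above about 75%, limit read from the data; inactive means activation under that limit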;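 further: 0% = zVAD with DMSO and 100% = DMSO alone without zVAD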
Active calls of the source: *; / = not tested or not shown.

SMILES	Runt-SMMHC FRET	EP2 mod	Hck-Nef inh	RBBP9 inh	Runt-CBFb FRET	PGE2 EP2 inh	PERK inhibitor	TNF death inh	zVAD death inh
O=C(Nc1cc([N+](=O)[O-])ccc1Cl)C(Sc1ccccc1)c1ccccc1 (stereo not given)	3	49	-3	-11	2	4	-0.5	0.9	1.1
CNS(=O)(=O)c1ccc(N2CCCC2)c([N+](=O)[O-])c1	1	19	10	1	0	5	0.8	0.3	1.3
Fc1ccc(-c2ccnc3nc(N4CCOCC4)nn23)cc1	6	27	1	-6	0	7	1.8	-1.2	0.2
CCOc1cccc(/C=N/Nc2ccc(S(=O)(=O)N(CC)CC)cn2)c1O	0	-21	0	5	-1	9	0.5	-5.3	26
CC(=O)c1ccc(N2CCN(CCC#N)CC2)c(F)c1	-3	-8	3	3	-1	13	0.5	-0.4	1.2
CN1C(=O)CSc2ccc(NC(=O)NCCC3=CCCCC3)cc21	-3	-28	-15	-2	2	6	-1.6	-1.0	2.1
CC(C)Oc1cc(S(=O)(=O)N2CCCCC2)ccc1N	-6	-21	24	7	1	9	0.5	1.8	1.6
CCOc1cc(CNc2ncn[nH]2)ccc1OCC(=O)NC(C)(C)C	-1	14	15	-4	1	-1	0.3	0.7	3.4
CCOC(=O)C1=C(C)Nc2nc(SCc3cccnc3)nn2C1c1ccc(OC)cc1 (stereo not given)	2	18	19	-3	-2	6	0.2	-0.2	0.2
COc1ccc2nc(C)c(C(=O)NN)cc2c1	0	13	2	-7	0	9	1.1	0.0	0.2
CN(Cc1cccs1)CC(O)COCc1ccco1 (stereo not given)	-1	19	1	3	0	6	1.4	-1.7	0.1
O=C(Nc1ccc2c(c1)OCCO2)NC12CC3CC(CC(C3)C1)C2	-6	-10	0	-7	1	11	0.2	0.4	3.3
Cc1nc2ccccc2c2c1C(=O)N(Cc1cccnc1)C2=O	-6	17	1	7	3	7	-0.5	-0.2	0.3
Cc1ccccc1-c1nsc(SCC(=O)Nc2ccc3c(c2)OCO3)n1	-2	-7	0	8	-2	9	0.9	1.1	1.0
COc1cnc(-c2ccccn2)nc1Sc1ccc(F)cc1	1	9	22	-6	-2	5	0.6	-0.2	5.6
O=C(CSc1nnc(C2COc3ccccc3O2)o1)N1CCOCC1 (stereo not given)	4	11	-10	2	-2	12	1.1	0.2	0.2
CC(C)COn1c(=S)[nH]c2ccccc2c1=O	-4	3	1	-4	0	4	0.4	-1.7	-0.3
Nc1nnc(CC(=O)N/N=C/c2ccc(-c3cccc(C(=O)O)c3)o2)s1	6	-24	25	-13	8	6	1.6	0.2	0.1
COCc1cc(CN2CCN(C)CC2)c(O)c2ncccc12	-14	31	4	-8	0	5	-0.8	-2.2	-0.5
CC(=O)Nc1ccc(/C=C/c2ccc3c([N+](=O)[O-])cccc3n2)cc1	-3	-23	-6	-3	-3	0	0.4	-1.0	-1.5
COc1ccc(N=C2NC(=O)/C(=C/C=C/c3ccccc3)S2)cc1	-19	-18	23	-6	-13	6	0.6	4.4	2.2
O=C(COC(=O)C1CC2C=CC1C2)Nc1ccccc1F (stereo not given)	-1	-7	3	-4	0	3	0.2	0.7	1.4
CCOCCCn1c(=S)[nH]c2cc(C(=O)N3CCN(C)CC3)ccc2c1=O	-1	-2	-1	-5	-2	5	0.1	-0.2	-0.1
CSCCOC(=O)C1=C(C)Nc2ccc(C)cc2S1	-2	-18	-1	1	3	11	0.8	-0.6	0.4
O=C(CCN1CCCCC1)NCNC(=O)CCN1CCCCC1	9	11	1	-5	-1	9	0.6	0.8	0.9
SMILES	Runt-SMMHC FRET	EP2 mod	Hck-Nef inh	RBBP9 inh	Runt-CBFb FRET	PGE2 EP2 inh	PERK inhibitor	TNF death inh	zVAD death inh
O=C(NCCc1ccccc1)C1CCN(C(=O)c2ccc([N+](=O)[O-])cc2)CC1	0	-61	24	-5	-1	10	1.3	0.8	0.0
CS(=O)(=O)N1CCc2cc(NC(=O)c3ccc(Cl)cc3Cl)ccc21	2	-23	16	-1	0	1	-0.6	-1.2	0.8
CCn1cc(C2=NCCO2)c2ccccc21	-1	4	3	-4	2	9	1.2	-0.7	0.5
COc1ccc(C2c3c(ccc4ccccc34)Oc3ncn4nc(Cc5ccccc5)nc4c32)cc1OC (stereo not given)	1	4	8	3	-1	7	-0.8	0.2	-0.2
CN(C)c1ccc(C(c2nnnn2C2CCCCC2)N2CCN(C(=O)c3ccco3)CC2)cc1 (stereo not given)	/	/	0	5	/	/	0.1	-1.4	-0.1
CCOC(=O)C1=C(C)Nc2ncnn2C1c1c[nH]c2ccccc12 (stereo not given)	-1	17	20	-11	1	7	-0.1	5.2	-0.5
O=C(C/C=N/OCc1ccc(Cl)cc1Cl)c1ccc(Cl)cc1	-4	19	1	-7	-2	6	0.0	-1.5	0.1
CCN(CC)S(=O)(=O)c1cccc(C(=O)Nc2nc3cc4c(cc3s2)OCCO4)c1	1	-34	-3	-12	-4	14	-0.5	-8.1	69
CCSc1ccc(-c2ccc(C)cc2)nn1	-1	14	-30	-4	0	7	0.9	5.5	0.0
CCCCn1nc2cc(C(=O)NC3CCc4ccccc43)ccc2c1OCC (stereo not given)	6	-8	0	1	0	6	-0.5	-2.3	0.5
CC(Sc1nnc(-c2cccs2)n1Cc1ccccc1)C(=O)NCc1ccc2c(c1)OCO2 (stereo not given)	0	70*	3	1	1	2	-0.8	0.4	-0.2
CCCCS(=O)(=O)/C=C\C=C/S(=O)(=O)CCCC	6	-35	0	5	15	/	-2.4	-12	22
Cc1ccc(C(=O)Nc2ccc(S(=O)(=O)N3CCN(C)CC3)cc2)cc1	1	12	6	-6	-1	7	-0.7	1.0	-0.7
O=C(CC(Cc1ccccc1)C(=O)O)NCCc1ccc2c(c1)OCO2 (stereo not given)	0	-21	0	-2	-1	5	0.5	-1.4	-1.0
CC(=O)N1CCN(C(=S)c2cccc([N+](=O)[O-])c2)CC1	-4	8	1	-6	1	8	-0.1	2.1	0.7
CC(C)(C)n1ncc2c(=O)n(CC(=O)OCc3ccccc3)cnc21	2	17	1	-2	1	12	0.3	0.9	1.0
Cc1nn(CC(=O)Nc2ccc(Cl)c(S(=O)(=O)N(C)C)c2)c(C)c1[N+](=O)[O-]	-1	5	-1	-13	-4	4	-0.8	2.4	-0.1
COc1ccc2c(c1)C(C)=CC(C)(C)N2C(=O)Nc1ccccc1	-29	43	-3	14*	-7	11	1.1	11	6.7
Cc1ccc(O)c(-c2cc(-c3cccc(F)c3)n[nH]2)c1	-5	-39	-2	-14	0	18	-1.4	-13	0.5
COCC(=O)NC1CCN(CC(=O)Nc2ccc(OC)cc2[N+](=O)[O-])CC1	-9	-16	1	-2	0	6	0.1	-1.9	-0.2
C=CCn1c(Cc2nc3ccc(Cl)cc3[nH]2)n[nH]c1=S	6	8	-1	4	12	4	-0.9	0.1	0.5
Cc1cccc(N=Nc2c(C)[nH]n(C(N)=S)c2=O)c1C	-3	-35	12	-2	-2	-1	-0.7	-2.1	-0.8
O=C(N/N=C(/c1ccccc1)c1ccncc1)c1ccc2c(c1)OCO2	0	13	6	-5	2	10	-0.5	0.4	0.3
Cc1ccc(OCC(O)Cn2c(=N)n(CCN3CCCCC3)c3ccccc32)cc1 (stereo not given)	-4	-23	7	0	0	11	-0.3	-5.5	6.2
CN(C(=S)Nc1ccc(SC(F)F)cc1)c1ccc(O)cc1	40	-6	-1	-5	42	1	0.5	2.0	0.8

Record cards, from the list above. Values in the order: Runt-SMMHC FRET	EP2 mod	Hck-Nef inh	RBBP9 inh	Runt-CBFb FRET	PGE2 EP2 inh	PERK inhibitor	TNF death inh	zVAD death inh
`CCn1cc(C2=NCCO2)c2ccccc21` is listed with -1	4	3	-4	2	9	1.2	-0.7	0.5
`COc1ccc(C2c3c(ccc4ccccc34)Oc3ncn4nc(Cc5ccccc5)nc4c32)cc1OC` (stereo not given) is listed with 1	4	8	3	-1	7	-0.8	0.2	-0.2
`CCSc1ccc(-c2ccc(C)cc2)nn1` is listed with -1	14	-30	-4	0	7	0.9	5.5	0.0

The listing continues.
SMILES	Runt-SMMHC FRET	EP2 mod	Hck-Nef inh	RBBP9 inh	Runt-CBFb FRET	PGE2 EP2 inh	PERK inhibitor	TNF death inh	zVAD death inh
CCc1nc(N2CCN(Cc3ccc4c(c3)OCO4)CC2)c2oc3ccccc3c2n1	-8	-1	-2	-12	-3	3	-1.0	-9.7	0.8
COc1cc(C)c(C)cc1S(=O)(=O)N1CCN(Cc2ccc3c(c2)OCO3)CC1	5	3	1	-1	-1	12	-1.2	-0.7	0.2
CCOc1ccccc1NC(=O)NC(=O)N(C)S(=O)(=O)c1ccc(C)cc1	-1	-37	16	-4	-1	5	0.0	17	1.1
O=C(C[n+]1ccccc1)N/N=C/c1ccccc1[N+](=O)[O-]	1	-13	-13	-4	1	4	1.1	-3.5	0.4
CC(=O)Nc1ccc(S(=O)(=O)NCCc2ccccc2)cc1	-6	4	9	1	0	8	0.0	-2.3	0.2
CCC(C)c1ccc(NC(=O)C2CCCN(c3ncccn3)C2)cc1 (stereo not given)	-1	-37	1	-6	-2	6	-1.6	-12	0.8
CCc1nnc(NC(=O)[C@@H](NC(=O)c2cc(OC)cc(OC)c2)C(C)C)s1	4	13	15	-1	-1	1	-0.2	0.9	-0.7
O=C(COC(=O)COc1ccccc1[N+](=O)[O-])Nc1cccc(Br)c1	1	3	2	-5	-1	11	1.2	1.5	-0.1
CC1CCCC(C)N1C(=O)CN1CCN(c2nc(-c3ccc(F)cc3)cs2)CC1 (stereo not given)	0	-34	1	-1	1	7	-1.3	-0.3	0.5
CCOC(=O)/C=c1\s/c(=C\c2ccc3cc(OC)ccc3c2)c(=O)n1CC(=O)NCC1CCCO1 (stereo not given)	-225	-10	2	-14	-123	15	-0.9	-0.7	2.9
Cc1ccc2[nH]c(=O)c(C(c3nnnn3CCc3ccccc3)N3CCOCC3)cc2c1 (stereo not given)	-5	27	0	-9	2	14	0.1	0.3	0.6
COc1ccc(C2=NN(C(=O)COc3ncnc4ccccc34)C(c3ccco3)C2)cc1 (stereo not given)	0	6	15	-1	-1	10	-0.6	-1.0	-1.5
CCOC(=O)c1c(NC(=O)CSc2nc3cc(Cl)ccc3s2)sc(C(C)=O)c1C	-5	8	4	-4	-5	13	1.1	1.3	1.1

An excerpt; count on the stated rates, not on these rows.
